Assay outcomes from PubChem BioAssay.
proCasp7 act: activates human procaspase-7, counter-screen for procaspase-3 activators; actives 0.093% (n = 330,000); activation, % at 8.5 µM; recombinant procaspase-7, Ac-DEVD-pNA absorbance 405 nm; D23A/D198A/D206A triple mutant, cannot self-cleave; scale: DMSO 0, 5 µM enzyme 100; P55210;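 active means percent activation above the screen-wide mean plus 3 SD, cut at about 25% in these data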
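buffer or medium = Zinc-free HEPES/NaCl buffer, pH 7.4 | material = Procaspase-7 triple mutant (PC-7 D3A) | input = 2 µM procaspase-7 mutant as dispensed | signal = Epi-absorbance of released pNA at 405 nm, two timepoints | timing = 1 h preincubation, 2 h reaction | replicates = singlicate compound testing | evaluation = % activation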
proCasp3 act: activators of human procaspase-3. recombinant procaspase-3 D3A, Ac-DEVD-pNA absorbance 405 nm. activation, % at 8.5 µM. actives 0.11% (n = 330,000). P42574;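 active means activation above the mean of all tested compounds plus 3 SD, cut at about 21% in these data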;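 further: 0% = DMSO alone and 100% = DMSO wells spiked with extra 5 µM PC-3 D3A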
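Assay system: Autoprocessing-dead procaspase-3 D3A mutant enzyme; also added: Ac-DEVD-pNA; doses: one concentration, 8.5 µM nominal, 0.8% DMSO; times: 1 h compound preincubation, 2 h substrate hydrolysis at 25 °C; technique: 405 nm absorbance of p-nitroaniline, reads at 0 and 120 min; measure: % activation between DMSO and enzyme-spiked controls; repeats: single replicate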
AHR activator: human AHR activation | actives 2.5% (n = 320,000) | P35869 | AHR-responsive luciferase reporter cells, luminescence | activation, % at 5 µM; in the data active means activation above about 47%;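 further: 0% = vehicle wells and 100% = reference agonist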
PP1 inh: counter-screen for PP5 inhibitors: inhibitors of human PP1-alpha; inhibition, % at 6.7 µM; purified PP1alpha, OMFP fluorescence; actives 0.9% (n = 320,000); P62136;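 active means inhibition above the mean inhibition of all tested compounds plus 3 SD, computed separately for each screening campaign, cut at about 15% in these data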
Target sequence (P62136 whole entry, looked up): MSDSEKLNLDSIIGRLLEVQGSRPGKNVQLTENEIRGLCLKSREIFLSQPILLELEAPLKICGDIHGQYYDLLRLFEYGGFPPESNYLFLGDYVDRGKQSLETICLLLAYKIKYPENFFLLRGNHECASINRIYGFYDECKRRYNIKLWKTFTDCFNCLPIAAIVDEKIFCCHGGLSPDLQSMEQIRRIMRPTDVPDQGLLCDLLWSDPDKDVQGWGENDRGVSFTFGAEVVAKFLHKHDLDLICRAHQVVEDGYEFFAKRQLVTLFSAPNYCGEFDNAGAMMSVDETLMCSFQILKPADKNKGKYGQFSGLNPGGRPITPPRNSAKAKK
HCV core dimer: blocks dimerization of HCV core protein. inhibition, % at 5 µM. TR-FRET GST/Flag-core106 dimerization, 1536-well. actives 0.33% (n = 300,000);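 active means inhibition above the mean of all tested compounds plus 3 SD, set per screening campaign, cut at about 45% in these data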
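System: GST-tagged and Flag-tagged HCV core protein residues 1-106 / Input: core106 proteins, GST 13.5 nM and Flag 17 nM / Buffer or medium: KF-containing HEPES buffer, pH 7.45, DTT, CHAPS, BSA / Probe or stimulus: Eu-anti-GST and XL665-anti-Flag labelled anti-tag antibodies / Schedule: 4 h, 22.5 °C incubation / Technique: TR-FRET 671 and 617 nm emission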
PAFAH2 FP inh: PAFAH2 (human) inhibition. Q99487. recombinant PAFAH2, FP-rhodamine activity probe, fluorescence polarization. inhibition, % at 3.39 µM. actives 0.99% (n = 340,000). AID 492956;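 active means inhibition above the mean over all tested compounds plus 3 SD, cut at about 30% in these data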;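 further: inhibitors block probe labeling of enzyme so polarization drops; 0% = enzyme with DMSO and 100% = wells lacking PAFAH2 protein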
CTSL1 counter: cathepsin L1 inhibition, PFM18AAP counter-screen. recombinant F. hepatica cathepsin L1, Z-Leu-Arg-MCA fluorescence. inhibition, % at 5.96 µM. actives 0.49% (n = 300,000). AID 1906;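 active means inhibition above the mean of all tested compounds plus 3 SD, set per screening campaign, cut at about 17% in these data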;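 further: 0% = plate median of test compound wells and 100% = 1 µM Z-Phe-Ala-diazomethylketone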
PP5 primary: PP5 (human) phosphatase inhibition; P53041; purified PP5c, OMFP substrate fluorescence; inhibition, % at 6.7 µM; actives 0.18% (n = 320,000); AID 1987;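 active means inhibition above the campaign's mean inhibition across all tested compounds plus 3 SD, cut at about 9.5% in these data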;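 further: 0% = DMSO only and 100% = 100 µM cantharidin control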
Target sequence (P53041 whole entry, looked up): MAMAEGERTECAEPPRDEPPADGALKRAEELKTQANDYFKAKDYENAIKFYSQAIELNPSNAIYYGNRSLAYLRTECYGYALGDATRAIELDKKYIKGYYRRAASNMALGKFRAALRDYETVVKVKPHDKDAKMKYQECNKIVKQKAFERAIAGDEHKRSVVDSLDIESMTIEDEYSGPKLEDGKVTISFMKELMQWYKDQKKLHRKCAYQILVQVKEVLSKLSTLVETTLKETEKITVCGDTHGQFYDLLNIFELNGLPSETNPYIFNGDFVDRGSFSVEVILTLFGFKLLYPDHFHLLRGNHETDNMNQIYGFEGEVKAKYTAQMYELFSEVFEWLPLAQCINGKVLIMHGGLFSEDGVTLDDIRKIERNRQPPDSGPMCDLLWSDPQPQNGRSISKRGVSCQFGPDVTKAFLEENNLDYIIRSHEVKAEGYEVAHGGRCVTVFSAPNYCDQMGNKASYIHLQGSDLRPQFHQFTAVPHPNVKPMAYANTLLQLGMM
TPT1 inh: inhibitors of Candida albicans tRNA 2'-phosphotransferase TPT1. AID 1962. actives 0.81% (n = 300,000). inhibition, % at 5 µM. recombinant caTPT1, FP RNA substrate dephosphorylation;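 active means inhibition above the mean of all tested compounds plus 3 SD, set per screening campaign, cut at about 24% in these data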;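 further: plate controls were DMSO alone for no effect and ferristatin control at 100 nM for full effect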
* marks the source's active call; other numbers are inactive results.

S=c1[nH]nc(-c2cccnc2)n1/N=C/c1ccco1 was read as proCasp7 act 7, proCasp3 act 2, AHR activator 6, PP1 inh -2, HCV core dimer 5, PAFAH2 FP inh 3, CTSL1 counter 0, PP5 primary -2.9 and TPT1 inh 1.
`CCN1CCN(c2ccc([N+](=O)[O-])c(Sc3nc4ccccc4[nH]3)c2)CC1` gave proCasp7 act -6, proCasp3 act -3, AHR activator 13, PP1 inh 0, HCV core dimer 2, PAFAH2 FP inh 9, CTSL1 counter 2, PP5 primary -2.5 and TPT1 inh -1.
`C=CCn1c(=S)[nH]c2cc(C(=O)N3CCN(c4ccccc4OC)CC3)ccc2c1=O` gave proCasp7 act -1, proCasp3 act 1, AHR activator 5, PP1 inh -5, PAFAH2 FP inh 2 and PP5 primary 3.0.
For O=C(/C=C/c1ccco1)Nc1ccc2nn(-c3ccccc3)nc2c1 the results were proCasp7 act -16, proCasp3 act -15, AHR activator 5, PP1 inh 3, HCV core dimer 22, PAFAH2 FP inh -25, CTSL1 counter 7, PP5 primary 1.6 and TPT1 inh 13.
CC(=O)Nc1ccc2c(c1)nc(CCN1CCN(C)CC1)n2C was read as proCasp7 act 3, proCasp3 act -3, AHR activator -2, PP1 inh 0, HCV core dimer -5, PAFAH2 FP inh -8, CTSL1 counter -1, PP5 primary 1.0 and TPT1 inh -2.
For Fc1c(F)c(C(F)(F)F)c(F)c(F)c1N/N=C\c1cccs1 the results were proCasp7 act -6, proCasp3 act 4, AHR activator 25, PP1 inh 5, HCV core dimer -2, PAFAH2 FP inh 0, CTSL1 counter 1, PP5 primary 5.5 and TPT1 inh 0.
O=c1[nH]ncc2c3ccccc3n(Cc3ccc(F)cc3)c12 was read as proCasp7 act 13, proCasp3 act -3, AHR activator 4, PP1 inh -3, HCV core dimer 5, PAFAH2 FP inh -6, CTSL1 counter 2, PP5 primary -1.0 and TPT1 inh 3.
For CC1CCCN(C(=O)c2ccc3nc[nH]c3c2)C1 (stereo unspecified) the results were proCasp7 act 10, proCasp3 act 7, AHR activator 0, PP1 inh -1, HCV core dimer -2, PAFAH2 FP inh 5, CTSL1 counter -2, PP5 primary 2.8 and TPT1 inh -5.
Cc1ccc(C(=O)NNC(=O)c2ccc(SCC3CCCO3)c([N+](=O)[O-])c2)cc1 (stereo unspecified) was read as proCasp7 act 2, proCasp3 act -10, AHR activator 2, PP1 inh 0, HCV core dimer 2, PAFAH2 FP inh -20, CTSL1 counter 2, PP5 primary -0.3 and TPT1 inh -1.
`O=S(=O)(NC1CCCCC1Oc1ccccc1)c1ccc(Cl)cc1` (stereo unspecified) gave proCasp7 act 4, proCasp3 act -6, AHR activator 0, PP1 inh 3, HCV core dimer 9, PAFAH2 FP inh -9, CTSL1 counter 3, PP5 primary 3.3 and TPT1 inh 1.
For CN(C(=O)c1ccc(NC(=O)Cc2cccc(NC(=O)C3CCN(C(=O)C4CC4)CC3)c2)cc1)C1CCCC1 the results were proCasp7 act 4, proCasp3 act 3, AHR activator 0, PP1 inh -3, PAFAH2 FP inh -4 and PP5 primary -0.5.
CCOC(=O)c1c(NC(=O)CN2C(=O)c3ccccc3C2=O)sc(Cc2ccc3c(c2)OCO3)c1C was read as proCasp7 act 8, proCasp3 act 4, AHR activator 1, PP1 inh 1, HCV core dimer -8, PAFAH2 FP inh -4, CTSL1 counter 4, PP5 primary -1.9 and TPT1 inh -3.

Not a retest: an excerpt of the list.
S=c1[nH]nc(-c2cccnc2)n1/N=C/c1ccco1 was read as proCasp7 act 7, proCasp3 act 2, AHR activator 6, PP1 inh -2, HCV core dimer 5, PAFAH2 FP inh 3, CTSL1 counter 0, PP5 primary -2.9 and TPT1 inh 1.
`CCN1CCN(c2ccc([N+](=O)[O-])c(Sc3nc4ccccc4[nH]3)c2)CC1` gave proCasp7 act -6, proCasp3 act -3, AHR activator 13, PP1 inh 0, HCV core dimer 2, PAFAH2 FP inh 9, CTSL1 counter 2, PP5 primary -2.5 and TPT1 inh -1.
`C=CCn1c(=S)[nH]c2cc(C(=O)N3CCN(c4ccccc4OC)CC3)ccc2c1=O` gave proCasp7 act -1, proCasp3 act 1, AHR activator 5, PP1 inh -5, PAFAH2 FP inh 2 and PP5 primary 3.0.
For O=C(/C=C/c1ccco1)Nc1ccc2nn(-c3ccccc3)nc2c1 the results were proCasp7 act -16, proCasp3 act -15, AHR activator 5, PP1 inh 3, HCV core dimer 22, PAFAH2 FP inh -25, CTSL1 counter 7, PP5 primary 1.6 and TPT1 inh 13.

Random excerpt: two entries already listed
O=c1[nH]ncc2c3ccccc3n(Cc3ccc(F)cc3)c12 was read as proCasp7 act 13, proCasp3 act -3, AHR activator 4, PP1 inh -3, HCV core dimer 5, PAFAH2 FP inh -6, CTSL1 counter 2, PP5 primary -1.0 and TPT1 inh 3.
`CCN1CCN(c2ccc([N+](=O)[O-])c(Sc3nc4ccccc4[nH]3)c2)CC1` gave proCasp7 act -6, proCasp3 act -3, AHR activator 13, PP1 inh 0, HCV core dimer 2, PAFAH2 FP inh 9, CTSL1 counter 2, PP5 primary -2.5 and TPT1 inh -1.

Other structures follow:
`O=C(Nc1ccccc1C(F)(F)F)N1CCN(c2ccc3nnc(-c4ccc(F)cc4)n3n2)CC1` gave proCasp7 act 6, proCasp3 act 1, AHR activator 13, PP1 inh -4, HCV core dimer 8, PAFAH2 FP inh 1, CTSL1 counter 2, PP5 primary 0.7 and TPT1 inh 1.
Screening COc1ccc(C(=O)[C@H]2[C@H]3C(=O)N(c4ccc(OC(C)=O)cc4)C(=O)[C@H]3C3C=CC=NN32)cc1 (stereo partly specified) returned proCasp7 act -5, proCasp3 act 2, AHR activator 3, PP1 inh 6, HCV core dimer 26, PAFAH2 FP inh -6, CTSL1 counter 1, PP5 primary 1.1 and TPT1 inh 5.
CC(C)(C)NS(=O)(=O)c1ccc(CCC(=O)O)cc1 was read as proCasp7 act -7, proCasp3 act -3, AHR activator -1, PP1 inh -1, HCV core dimer -2, PAFAH2 FP inh 3, CTSL1 counter 2, PP5 primary -0.4 and TPT1 inh -1.
`Cc1cc(-c2ccc(C)c(S(=O)(=O)NC(C)Cc3ccco3)c2)on1` (stereo unspecified) gave proCasp7 act 6, proCasp3 act -8, AHR activator 1, PP1 inh -2, HCV core dimer -2, PAFAH2 FP inh 6, CTSL1 counter -1, PP5 primary 0.9 and TPT1 inh 0.
For O=[N+]([O-])c1ccc2c(c1)ncn2-c1ccccc1 the results were proCasp7 act 1, proCasp3 act 5, AHR activator -5, PP1 inh 2, HCV core dimer -14, PAFAH2 FP inh 14, CTSL1 counter -2, PP5 primary 2.0 and TPT1 inh -2.
`COc1cc(C(=O)Nc2c(C(=O)O)[nH]c3ccc(Br)cc23)cc(OC)c1OC` gave proCasp7 act 5, proCasp3 act 2, AHR activator 15, PP1 inh 3, HCV core dimer 4, PAFAH2 FP inh 11, CTSL1 counter 6, PP5 primary 3.6 and TPT1 inh 0.
NS(=O)(=O)c1cc(C(=O)N=Nc2c(O)[nH]c3ccccc23)ccc1Cl was read as proCasp7 act -8, proCasp3 act 2, AHR activator 3, PP1 inh -1, HCV core dimer -6, PAFAH2 FP inh 12, CTSL1 counter -1, PP5 primary 0.1 and TPT1 inh -4.
`Cc1cnc(NC(=O)CSC(=S)N2CCOCC2)s1` gave proCasp7 act 3, proCasp3 act -1, AHR activator 5, PP1 inh 1, HCV core dimer 3, PAFAH2 FP inh 1, CTSL1 counter -2, PP5 primary 2.5 and TPT1 inh -3.
CS(=O)(=O)CCC(C(=O)OCC(=O)c1ccc(Cl)cc1)N1C(=O)c2ccccc2C1=O (stereo unspecified) was read as proCasp7 act -11, proCasp3 act -7, AHR activator 3, PP1 inh -13, HCV core dimer -15, PAFAH2 FP inh -13, CTSL1 counter 1, PP5 primary 1.5 and TPT1 inh 1.
Screening CN(C)NC(=S)Nc1ccc(Cl)cc1 returned proCasp7 act 2, proCasp3 act 3, AHR activator 0, PP1 inh 2, HCV core dimer 4, PAFAH2 FP inh 7, CTSL1 counter -3, PP5 primary 0.9 and TPT1 inh 1.
`Cc1nnc(SCC(=O)c2ccccc2)n1Cc1ccccc1` gave proCasp7 act 4, proCasp3 act -2, AHR activator 2, PP1 inh -1, HCV core dimer -4, PAFAH2 FP inh -12, CTSL1 counter -3, PP5 primary 2.1 and TPT1 inh 0.
Screening COc1cc(OC)c(NS(=O)(=O)c2coc(C(N)=O)c2)cc1Cl returned proCasp7 act -4, proCasp3 act -7, AHR activator 0, PP1 inh -3, HCV core dimer -2, PAFAH2 FP inh 4, CTSL1 counter -3, PP5 primary 0.6 and TPT1 inh -3.
`O=C(C1=C(O)C(=O)N(Cc2ccccc2)C1c1ccncc1)c1ccco1` (stereo unspecified) gave proCasp7 act -1, proCasp3 act 1, AHR activator 0, PP1 inh 0, HCV core dimer 0, PAFAH2 FP inh 1, CTSL1 counter 6, PP5 primary 2.0 and TPT1 inh 2.
Screening COc1ccc(C)cc1NC(=O)CN(c1ccccc1)S(C)(=O)=O returned proCasp7 act 0, proCasp3 act -2, AHR activator 14, PP1 inh -3, HCV core dimer 2, PAFAH2 FP inh -7, CTSL1 counter -2, PP5 primary 3.8 and TPT1 inh -13.
For CCSc1nnc(NC(=O)[C@H](C)NC(=O)c2ccccc2Cl)s1 the results were proCasp7 act 6, proCasp3 act 0, AHR activator 0, PP1 inh 1, HCV core dimer 1, PAFAH2 FP inh -4, CTSL1 counter 2, PP5 primary -1.0 and TPT1 inh 0.
For CCCc1cc2c(OC(=O)CC)c(-c3ccc(C(=O)OCC)o3)c(=O)oc2cc1OC the results were proCasp7 act 11, proCasp3 act 16, AHR activator 5, PP1 inh 3, HCV core dimer -5, PAFAH2 FP inh 67*, CTSL1 counter 6, PP5 primary 0.8 and TPT1 inh 4.
`O=C(NCCC(=O)N1CCN(C(=O)c2ccco2)CC1)c1ccc(Br)cc1` gave proCasp7 act 0, proCasp3 act 3, AHR activator 1, PP1 inh -3, HCV core dimer -7, PAFAH2 FP inh 6, CTSL1 counter -4, PP5 primary -0.3 and TPT1 inh -2.
For CC1=C(C(=O)Nc2ccccc2)C(c2ccc(C)cc2)N=C(Nc2nc3ccccc3o2)N1 (stereo unspecified) the results were proCasp7 act -2, proCasp3 act -3, AHR activator 6, PP1 inh 23*, HCV core dimer 15, PAFAH2 FP inh -16, CTSL1 counter 2, PP5 primary -1.9 and TPT1 inh 3.
Screening COc1ccc(CN2C(=O)C(C)Nc3ncnc(N4CCN(c5ccccn5)CC4)c32)cc1 (stereo unspecified) returned proCasp7 act 11, proCasp3 act 5, AHR activator 4 and PAFAH2 FP inh -4.
